Screening results as filed in PubChem.
AI-2 QS mod: modulates the Vibrio harveyi AI-2 quorum sensing system | Vibrio harveyi JMH597 AI-2 luminescence/OD600 ratio, 9 h; active compounds read low; strain lacks LuxN and CqsS sensors; 0 = neutral-control median | activity change, % at 7.5 µM | hit rate 0.4% among 300,000 | AID 2094; in the data active = activity change below about -75%, passing the limit was not always enough; inconclusive = no clear call, values can overlap the other calls;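 also: luminescence divided by OD600 gain over 9 h not by final OD600 alone; inactives centre near 13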
HSF1 activator: increases HSF-1 driven luciferase reporter signal. AID 504408. activation, % at 9 µM. NIH3T3-HGL HSF-1 luciferase reporter, MG132, 8 h; 100% = twice DMSO control signal. hit rate 1.7% among 300,000;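 active = mean replicate activation of at least 50% with a set share of replicates each reaching 50%; inconclusive = only one of those two conditions met; inactive = mean below 50% and too few replicates reaching it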;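 also: 0% = median of the neutral control wells and 100% = twice that signal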
GSK3 alpha inh: human GSK-3 alpha kinase inhibition | hit rate 0.1% among 320,000 | P49840 | inhibition, % at 10 µM | ADP-Glo luminescence, 60 min;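 in the data active = inhibition above about 50%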;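 also: GST-tagged GSK-3 alpha with peptide substrate and 25 µM ATP; 0% = DMSO neutral wells and 100% = GW8510 positive control wells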
Platelet DG rel: modulates dense granule release in human platelets | human platelet-rich plasma, SFLLRN dense granule ATP release, luminescence | inhibition, %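 (compounds screened at 7.5 µM in platelet-rich plasma)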 | hit rate 0.22% among 300,000;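 active = mean replicate score, as percent of positive control, at or above 50; inconclusive = mean below 50 but at least one replicate at or above 50; inactive = mean and every replicate below 50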
HSF1 inhib: HSF1 inhibition; activity change, negative = inhibition, % at 7.5 µM (by protocol); AID 2098; hit rate 0.77% among 300,000; NIH3T3-HGL HSE-luciferase, MG132-induced, luminescence 8 h; active compounds read low;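 active = more than half of replicate wells show activity change below -50%, luminescence cut by over half; inconclusive = some wells, but at most half, below -50%; inactive = no replicate well below -50%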;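 also: luciferase reports HSF-1 transcriptional activity via heat shock element; 0% = median of DMSO wells and -100% = zero luminescence signal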
GSK3beta inhib: blocks human GSK3beta kinase activity. P49841. GST-GSK3beta kinase, ADP-Glo luminescence, 60 min; active compounds read low. activity score (negative = inhibition), % at 10 µM. hit rate 0.038% among 300,000;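 active = more than half of replicate wells score below -50%, meaning over 50% inhibition versus plate controls; inconclusive = some replicates but at most half score below -50%; inactive = no replicate scores below -50%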;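 also: 0% = median DMSO wells and -100% = median GW8510 positive control wells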
Target sequence (P49841 whole entry, looked up): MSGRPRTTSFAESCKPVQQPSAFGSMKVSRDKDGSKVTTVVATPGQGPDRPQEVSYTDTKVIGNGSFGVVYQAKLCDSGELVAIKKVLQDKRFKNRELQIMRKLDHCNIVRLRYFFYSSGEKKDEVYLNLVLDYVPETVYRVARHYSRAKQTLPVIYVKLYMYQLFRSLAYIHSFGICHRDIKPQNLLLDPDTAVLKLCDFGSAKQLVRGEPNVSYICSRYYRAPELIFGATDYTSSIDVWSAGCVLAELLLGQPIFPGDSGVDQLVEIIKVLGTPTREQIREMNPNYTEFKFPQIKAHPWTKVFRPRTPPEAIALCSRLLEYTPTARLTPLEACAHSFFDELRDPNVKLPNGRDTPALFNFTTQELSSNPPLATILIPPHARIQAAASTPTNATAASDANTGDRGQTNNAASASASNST
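Test system – GST-tagged human GSK3beta kinase, cell-free · Incubation – 60 min enzyme reaction, room temperature · Signal – ADP-Glo luminescence · Also added – peptide substrate and ATP at 25 µM · Controls – DMSO neutral wells and GW8510 at 20 µM as positive · Buffer or medium – Tris/MgCl2 kinase buffer · Measure – Luminescence-derived activity versus plate DMSO and GW8510 wells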
DYRK1A inh: blocks rat Dyrk1A kinase activity. Q63470. ADP-Glo luminescence, NFATc1 peptide. inhibition, % at 12.5 µM. hit rate 0.43% among 310,000. AID 504441; in the data active = inhibition above about 50%;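 also: plate controls were vehicle with enzyme for no effect and no enzyme for full effect; many of its hits are not listed in these tables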
HSP90 refold inh: HSP90 refolding inhibition in rabbit reticulocyte lysate; AID 1789; luciferase refolding luminescence, 3 h; inhibition, % at 5.6 µM; hit rate 0.91% among 290,000;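 active = inhibition above the screen-wide mean plus 3 SD, computed separately per campaign, cut at about 16% in these data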;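 also: 0% = DMSO wells and 100% = 60 µM geldanamycin wells; inhibitors lower the luminescence because luciferase stays unfolded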
PolyA inhibitor: yeast polyadenylation inhibition; S. cerevisiae SKY197-pL101 polyadenylation reporter, beta-gal luminescence; efflux-impaired pdr1/pdr3 knockout yeast; score 100 = 6 SD above DMSO; AID 1875; hit rate 0.02% among 300,000; calls only at 12 µM;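 active = lowest replicate activity score at least 50, where 100 means six control SD above control mean; inconclusive = lowest score under 50 but half or more replicates reach 50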;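 also: yeast exposed to compound for 9 h at 30 °C; higher score means more reporter readthrough which indicates perturbed polyadenylation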
HDAC3 inhib: human HDAC3 inhibition. O15379. recombinant HDAC3, fluorogenic peptide/trypsin coupled, fluorescence. inhibition, % at 8.3 µM. hit rate 0.15% among 320,000; in the data active = inhibition above about 26%, passing the limit was not always enough; inconclusive = no clear call, values can overlap the other calls
Target sequence (O15379 whole entry, looked up): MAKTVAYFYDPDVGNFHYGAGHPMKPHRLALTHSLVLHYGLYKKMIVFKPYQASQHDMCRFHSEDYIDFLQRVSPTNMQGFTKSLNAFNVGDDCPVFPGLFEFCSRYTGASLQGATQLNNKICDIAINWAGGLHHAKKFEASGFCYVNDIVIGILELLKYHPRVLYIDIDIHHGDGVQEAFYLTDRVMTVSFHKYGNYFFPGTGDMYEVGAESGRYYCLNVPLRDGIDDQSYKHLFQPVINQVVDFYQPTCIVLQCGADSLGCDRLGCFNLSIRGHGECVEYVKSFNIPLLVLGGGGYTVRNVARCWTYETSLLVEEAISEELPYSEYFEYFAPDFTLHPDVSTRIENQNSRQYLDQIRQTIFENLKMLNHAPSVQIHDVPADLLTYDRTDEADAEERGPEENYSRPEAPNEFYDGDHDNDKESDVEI
The depositor's hits bear a star; i = inactive; ? = inconclusive; · = not tested or not shown.

AI-2 QS mod	HSF1 activator	GSK3 alpha inh	Platelet DG rel	HSF1 inhib	Molecule	GSK3beta inhib	DYRK1A inh	HSP90 refold inh	PolyA inhibitor	HDAC3 inhib
4	-10	-1	4	-1	CCN1CCN(C(c2ccccc2)c2sc3nc(C)nn3c2O)CC1 (stereo not given)	-1	-5	·	·	-2
35	-4	4	2	-1	CCOc1ccc(NC(=O)c2cc(F)c(F)cc2Cl)cc1OCC	0	0	24*	i	0
2	-3	0	7	-1	O=C(Cn1ccc2cc(S(=O)(=O)N3CCCC3)ccc21)NCc1ccccc1	-2	-1	-1	i	-2
42	2	3	-3	0	Cc1ccc(S(=O)(=O)CC(=O)Nc2ccc(Cl)cn2)cc1	-4	-11	0	i	-1
8	-8	4	4	12	O=C(NCCCN1CCOCC1)c1cc2c(s1)-c1ccccc1OC2	-1	7	-2	i	-240
·	13	0	-1	4	CCNc1oc(/C=C/c2ccc(OCC)cc2)nc1C#N	·	14	-1	i	-6
31	-1	·	11	-5	CC(C(=O)N1CCCC1)N1CCN(c2ccccc2O)CC1 (stereo not given)	2	·	3	i	·
27	?	-3	4	24	O=C(Nc1ccc(O)c(-c2nc3ccccc3o2)c1)C1(c2ccc(Cl)cc2)CCCC1	-14	0	1	i	3
20	-3	0	0	-7	COc1ccc(S(=O)(=O)NCCN2CCOCC2)cc1Br	2	1	-7	i	3
26	-16	2	0	-5	CN1CCN(CCCCC(=O)c2ccccc2)CC1	1	-3	-2	i	3
34	11	·	-7	13	Cn1c(SCc2ccccn2)nnc1-c1cnccn1	1	-2	-3	i	5
19	11	-2	-10	-6	O=C(O)c1cccc2c1C(=O)N(c1ccccc1)C2	0	-5	-1	i	-1
19	-5	-2	2	5	COC(=O)c1[nH]c2ccc(Cl)cc2c1NC(=O)CN1CCC(C(N)=O)CC1	1	·	-2	i	-2
23	-2	-1	-2	-2	CCOc1ccc(CNC(=O)CCn2c(=O)oc3ccccc32)cc1	0	0	-3	i	1
10	4	1	-2	2	Cc1ccccc1NC(=S)Nc1ccccc1	-8	2	-4	i	-4
14	-6	-1	-6	5	CCCCN(C(=O)C1=COCCO1)c1c(N)n(CCC)c(=O)[nH]c1=O	-1	-2	·	i	3
12	-33	-1	-3	-27	c1ccc(CSc2nnc(Cc3ccccn3)o2)cc1	-13	-2	0	i	-1
35	36	4	1	16	C#CCOc1ccc2ccccc2c1/C=C(/C#N)c1ccc(C(=O)O)cc1	-3	14	0	i	1
-6	23	0	-1	17	O=C(NCCc1ccccc1)c1ccc(Cl)nc1	2	-1	-1	i	-6
-3	-1	-1	17	1	Cc1cc(C)cc(NC(=O)N2CCNC(=O)C2CC(=O)Nc2cc(Cl)ccc2Cl)c1 (stereo not given)	2	3	2	i	-6
7	-10	2	-3	-4	C=CC[n+]1ccn(-c2nc3ccccc3nc2[N-]S(=O)(=O)c2cccs2)c1	-4	7	-1	i	-11
12	-3	1	-4	-7	Cc1c(-c2ccc(Cl)cc2Cl)nc2ccccc2c1C(=O)NCCN1CCOCC1	2	-9	4	i	1
18	-1	-4	0	-3	Cc1cc(Nc2ccc(Br)cc2)n2nc(C)nc2n1	1	-3	0	i	1
10	14	-1	0	19	O=C(CN1CCc2ccccc21)NC(=O)NC1CCCCC1	-1	4	-1	i	4
7	-7	7	1	-5	C#CCOCCOCCOCCNc1nc(N2CCN(C(=O)[C@H]([C@@H](C)CC)n3cc([C@@H](N)CC(C)C)nn3)CC2)nc(N2CCN(C(=O)[C@H](Cc3ccc(O)cc3)n3cc([C@@H](N)C(C)CC)nn3)CC2)n1 (stereo not given in full)	1	8	10	i	-6
17	-10	-1	-3	0	Clc1ccccc1N/N=C/c1ccc2c(c1)OCO2	-5	5	-5	i	6
·	10	-9	3	2	O=C(CSc1nc2ccccc2c(=O)n1Cc1ccccc1)Nc1ccc(Br)cc1C(=O)O	·	3	-2	i	4
47	1	-3	-1	-1	COc1ccccc1NCC(=O)NNC(C)C(=O)Nc1cccc(Cl)c1 (stereo not given)	-1	0	0	i	2
12	-28	·	1	-18	O=C(O)c1ccc(NC2=Nc3cccc4cccc2c34)cc1	2	24	3	i	·
4	12	1	0	1	CS(=O)(=O)N1CCN(C(=O)c2ccc(Br)s2)CC1	1	-4	-4	i	2
1	22	-3	-2	15	CCc1nnc(NC(=O)c2c(C)nn(-c3ccccc3)c2Cl)s1	0	-6	2	i	3
45	8	-1	10	2	CCOC(=O)Cn1c(=O)oc2cc(S(=O)(=O)N3CCc4ccccc43)ccc21	-1	1	-2	i	5
15	33	3	13	25	O=C(Cn1nc(CNc2ccc(Cl)cc2)[n+]2c1CCCCC2)c1ccccc1	-2	-6	3	i	1
15	8	0	4	-7	CCCC(=O)NNC(=O)CCC(=O)NCc1ccccc1	2	-4	-2	i	3
7	53*	-1	-4	7	Nc1nc(Nc2cccc3ccccc23)nc(C2CCCC2=O)n1 (stereo not given)	-4	·	-4	i	1
13	4	-1	18	1	O=C(OCc1ccccn1)C1CCN(C(=O)c2ccc(Cl)cc2)CC1	-1	12	·	i	3
14	-20	2	-7	-3	COc1cc(CNCc2cc(OC)ccc2OC)cc(OC)c1	1	1	1	i	4
7	10	-2	0	27	Cc1ccc(NC(=O)c2ccc3snnc3c2)cc1C	3	-2	1	i	12
15	-2	-3	-2	-6	COc1ccc(-c2noc(CCC(=O)NCC3CCCO3)n2)cc1 (stereo not given)	3	-3	0	i	-1
21	-1	-2	·	-4	COc1ccc(CCN2C(=O)c3cccnc3C2=O)cc1OC	-1	-1	2	i	?
17	17	-3	8	-7	COc1ccccc1OCCNC(=O)c1cccc(S(=O)(=O)N2CC(C)OC(C)C2)c1 (stereo not given)	-3	0	0	i	0
30	6	-6	5	-6	COc1ccc(-n2nc(C(=O)O)c3ccccc3c2=O)c(OC)c1	3	-10	1	i	-2
1	-76	-1	13	-69*	CCOc1cc(C(c2c(C)[nH][nH]c2=O)c2c(C)[nH][nH]c2=O)cc(Br)c1OC	0	1	-2	i	-4
17	16	-4	11	11	Cc1ccc(OCC(O)Cn2c(NCCc3ccccc3)nc3c2c(=O)[nH]c(=O)n3C)cc1 (stereo not given)	4	1	-2	i	-2
19	47	7	-1	32	Cc1cccn2cc(-c3ccc(F)cc3)nc12	0	4	7	i	-10
2	7	-2	-3	4	CCOc1ccc(-c2nnn(CC(=O)NCc3ccc(C)cc3)n2)cc1	1	-2	-4	i	3
4	35	1	5	26	CC(=O)c1ccc(-n2c(C)ccc2-c2ccccc2)cc1	-3	-9	1	i	-4
-51	-7	-1	1	-6	OC(COc1ccc2c(c1)CCC2)CN1CCN(c2cccc(Cl)c2)CC1 (stereo not given)	2	-2	4	i	13
19	-2	-1	7	1	COc1ccccc1C(=O)NC(=O)CSc1cccc[n+]1[O-]	1	5	-8	i	-3
63	10	-1	1	2	COc1ccc(C(C(=O)NC2CCCC2)N(Cc2cccnc2)C(=O)Cc2cccs2)cc1OC (stereo not given)	2	3	-3	i	1
10	-3	2	-34	-8	Cc1cccn2c(=O)c(C=O)c(N3CC(C)OC(C)C3)nc12 (stereo not given)	-2	0	1	i	4
13	-9	0	-9	-8	COc1ccc(Nc2nc(-c3ccncc3)nc3ccccc23)cc1	1	-2	0	i	·
11	-26	3	8	-15	Cc1ccc(S(=O)(=O)N(C)C)cc1NC(=S)Nc1ccc2cn[nH]c2c1	5	37	1	i	3
11	-9	-2	6	-2	CC1=CC(c2ccccc2)n2nc(NC(=O)CCC(=O)O)nc2N1 (stereo not given)	-1	-4	1	i	-30
8	-8	5	1	4	CN1CCC(OC(=O)c2cccc(Br)c2)CC1	4	-3	3	i	-4
22	57*	0	-24	25	CCN(CC)Cc1c(C(=O)N/N=C/c2cccc(OCc3cccc(Cl)c3)c2)nnn1-c1nonc1N	4	5	-2	i	10
23	40	1	5	31	COc1ccc2c(c1)CCC1C2=NN(/C(C)=C\C(C)=O)C1c1ccc(F)cc1 (stereo not given)	-2	4	-1	i	-1
-1	45	0	6	20	Cc1ccc(NC(=O)/C(C#N)=C(\N)C(Cl)(Cl)Cl)nc1	-3	·	-2	i	·
10	33	12	0	13	O=C(CSC(=S)N1CCCCC1)c1c(F)cccc1F	5	-5	3	i	3
12	2	-2	2	1	O=C(COc1ccc2ccccc2c1)N1CCN(C(=O)c2cccnc2)CC1	1	5	1	i	1

One compound at a time, from the list above. Order of values: AI-2 QS mod	HSF1 activator	GSK3 alpha inh	Platelet DG rel	HSF1 inhib	GSK3beta inhib	DYRK1A inh	HSP90 refold inh	PolyA inhibitor	HDAC3 inhib
O=C(CSC(=S)N1CCCCC1)c1c(F)cccc1F is listed with 10	33	12	0	13	5	-5	3	i	3
COc1ccc(Nc2nc(-c3ccncc3)nc3ccccc23)cc1 is listed with 13	-9	0	-9	-8	1	-2	0	i	·

Next part.
AI-2 QS mod	HSF1 activator	GSK3 alpha inh	Platelet DG rel	HSF1 inhib	Molecule	GSK3beta inhib	DYRK1A inh	HSP90 refold inh	PolyA inhibitor	HDAC3 inhib
16	-30	1	3	-21	COc1cc(C2C3C(=O)N(c4ccc(F)cc4)C(=O)C3ON2c2ccccc2)ccc1O (stereo not given)	-21	-7	-2	i	-9
28	-7	-3	10	-7	Cc1cc(C)cc(N(CC(=O)NC(C)(C)C)C(=O)CCC(=O)Nc2ccccn2)c1	1	-3	-7	i	5
6	1	-2	-3	-9	O=C(Nc1nnc(SCc2cccc(F)c2)s1)c1ccco1	3	1	0	i	1
11	9	-2	-10	-5	Cc1ccc(Nc2cc(C)nc3c(C)ccc([N+](=O)[O-])c23)cc1	2	7	0	i	16
24	-4	-1	6	3	Cc1ccc2nc(SCC(=O)N3CC(C)OC(C)C3)nc(=O)n2c1 (stereo not given)	-6	7	·	i	-3
40	6	-1	3	-1	Cc1ccc(-c2n[nH]c(=S)n2/N=C/c2c(C)nn(-c3ccccc3)c2C)cc1	0	2	1	i	-1
7	12	4	11	-11	CCOCCCNC(=S)N(CCN(C)C)Cc1cc2cc3c(cc2[nH]c1=O)OCCO3	1	-2	4	i	35*
-6	41	1	-7	26	O=C(Nc1cccc(-c2nnc(-c3ccccc3)o2)c1)C1CCCO1 (stereo not given)	-2	2	-1	i	-2
16	-5	1	2	1	NC1=NC[C@@H](Cc2ccc(O)cc2)N1CCc1cc(C(F)(F)F)cc(C(F)(F)F)c1	-4	·	·	i	10
18	-20	0	-2	-3	Cc1cc(=O)n(CCC(=O)O)c2ccccc12	-3	8	0	i	-1
14	-5	-1	8	-1	Cc1cc(C)c2cc(CN(Cc3cccnc3)C(=O)c3ccc(F)cc3)c(Cl)nc2c1	1	4	-1	i	·
16	29	3	1	9	CC(NC(=O)CCc1nnc(CCCc2ccccc2)o1)c1ccccc1 (stereo not given)	2	7	-2	i	0

These rows are one share of the data; the hit share may differ from the screen's.
